RXFP1 antag = RXFP1 (human) relaxin receptor antagonism; Q9HBX9; HEK293-RXFP1, relaxin-stimulated cAMP HTRF, 30 min; hits give low values; activity change, negative = inhibition, % at 57.5 µM; 350,000 tested, 0.59% active;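 active = activity change of -60% or lower, but not beyond a set lower limit; inconclusive = change between -60% and -40%, or beyond the set limit; inactive = change above -40%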; also: % is scaled to controls: 0 for no effect and ±100 for the full control effect
Target sequence (Q9HBX9 whole entry, looked up): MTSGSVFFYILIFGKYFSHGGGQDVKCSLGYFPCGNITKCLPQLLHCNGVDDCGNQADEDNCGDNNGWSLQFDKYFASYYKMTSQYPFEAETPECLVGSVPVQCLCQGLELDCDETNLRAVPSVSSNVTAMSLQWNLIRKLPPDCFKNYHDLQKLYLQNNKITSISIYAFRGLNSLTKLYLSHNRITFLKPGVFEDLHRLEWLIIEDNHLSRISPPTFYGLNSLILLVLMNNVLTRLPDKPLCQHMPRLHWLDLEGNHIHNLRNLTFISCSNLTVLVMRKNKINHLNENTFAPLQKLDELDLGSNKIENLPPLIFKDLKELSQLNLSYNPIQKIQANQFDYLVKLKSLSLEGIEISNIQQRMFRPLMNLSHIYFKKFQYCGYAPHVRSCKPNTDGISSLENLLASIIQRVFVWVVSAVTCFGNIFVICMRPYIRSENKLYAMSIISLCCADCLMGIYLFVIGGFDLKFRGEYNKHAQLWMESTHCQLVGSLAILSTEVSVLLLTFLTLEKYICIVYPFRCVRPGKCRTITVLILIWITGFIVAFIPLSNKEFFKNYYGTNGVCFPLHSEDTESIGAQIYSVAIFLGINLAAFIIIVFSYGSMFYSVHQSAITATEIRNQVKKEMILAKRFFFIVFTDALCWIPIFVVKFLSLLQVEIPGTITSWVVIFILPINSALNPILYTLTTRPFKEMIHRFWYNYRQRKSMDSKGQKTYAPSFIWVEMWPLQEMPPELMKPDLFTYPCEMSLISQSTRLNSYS
D1 potentiator = human D1 dopamine receptor positive modulation | potentiation, % at 10 µM | 360,000 tested, 0.036% active | HEK293 TREx D1 cells, calcium flux, dopamine EC20 potentiation; in the data active = potentiation above about 30%; also: 0% is about no effect
D2 agonist = D2 dopamine receptor (human) agonism; P14416; HEK293 T-REx D2 cells, calcium flux agonist mode; activation, % at 2 µM; 340,000 tested, 0.53% active; AID 485358;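 active = activation over 3 SD above normal in the single-dose calcium agonist read, cut at about 30% in these data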; also: 0% is about no effect
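In this primary screen, compounds producing a positive calcium signal within 180 s of addition to tetracycline-induced, force-coupled HEK293 Trex D2 cells are flagged; cells are dye-loaded with a no-wash calcium kit beforehand.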
TRHR PAM = allosterically enhances the human TRH receptor | 360,000 tested, 0.66% active | TRHR cells, fluo-8 calcium fluorescence, EC20 TRH enhancement | enhancement, % at 2 µM | P34981 | AID 493056; in the data active = enhancement above about 30%; also: 0% is about no effect
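TRHR-expressing cells loaded with fluo-8 calcium dye were read kinetically (ex 480/em 530) during compound addition, then stimulated with an EC20 of TRH (10 nM final). Enhancement of the Gq-mediated intracellular calcium response was scored.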
D1 ag = agonists of human D1 dopamine receptor; P21728; HEK293 T-REx D1 cells, calcium flux, agonist mode; activation, % at 2 µM; 360,000 tested, 1% active; AID 504660; in the data active = activation above about 30%; also: 0% is about no effect
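Inducible HEK293 T-REx D1 cells, force-coupled to calcium signalling, were plated at 4000 cells/well with tetracycline and held overnight at 30 C. After no-wash calcium dye loading, compound-evoked calcium rise over 180 s flagged agonists.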
D2 antagonist = antagonizes the human D2 dopamine receptor; inhibition, % at 10 µM; P14416; HEK293 TREx D2 cells, calcium flux, dopamine EC80; 340,000 tested, 2% active; in the data active = inhibition above about 30%; also: 0% is about no effect
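Compounds are added to dye-loaded, induced HEK293 T-REx cells coupled to calcium release via D2; after a 3 min kinetic read an EC80 dopamine stimulus is given and fluorescence is recorded for 3 more min.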
RXFP1 ag = RXFP1 (human) receptor agonism | Q9HBX9 | HEK293T-RXFP1 cAMP TR-FRET, 30 min; response scale: percent of porcine relaxin response, buffer zero | Potency, µM (titrated, usually from 57.5 µM), for inactives: at the highest dose activation, hits mostly activators | 370,000 tested, 0.3% active; active = well fitted activation curve with a large enough effect; inconclusive = small, poorly fitted or top-dose-only effect; also: potency is read from the fitted curve at half-maximal effect; % is scaled to controls: 0 for no effect and ±100 for the full control effect; nearly all actives have a fitted effect of over 60% in size; many of its hits are not listed in these tables
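Agonist response is measured as cAMP accumulation in an RXFP1-transfected HEK293T line under PDE4 inhibition. Values are scaled between buffer-only and 29 nM porcine relaxin, and EC50s come from standard Hill equation fits.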
D2 potentiator = positively modulates the human D2 dopamine receptor allosterically; P14416; HEK293 T-REx D2, calcium flux, EC20 dopamine potentiation; potentiation, % at 10 µM; 340,000 tested, 0.34% active; AID 485347;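 active = potentiation over 3 SD above the plate norm, cut at about 30% in these data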; also: 0% is about no effect
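Potentiation of an EC20 dopamine calcium response is measured in a force-coupled, tetracycline-inducible Hek293 Trex D2 line. Compound-only kinetic reads over 180 s flag agonists before dopamine addition.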
D1 antagonist = blocks dopamine activation of the human D1 receptor; HEK293 TREx D1 cells, calcium flux, dopamine EC80; hits give low values; P21728; 360,000 tested, 3.2% active; activity change, negative = inhibition, % at 10 µM; AID 504652; in the data active = activity change below about -30%; also: % is scaled to controls: 0 for no effect and ±100 for the full control effect
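Inducible Hek293 Trex D1 cells (tetracycline, overnight, 30 C). Calcium dye 30–90 min RT. Antagonist mode: EC80 dopamine added after 180 s compound read.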
Numbers without * were called inactive; ? = inconclusive; / = not tested or not shown.

Under each structure: RXFP1 antag	D1 potentiator	D2 agonist	TRHR PAM	D1 ag	D2 antagonist	RXFP1 ag	D2 potentiator	D1 antagonist
#1 Cc1cccc(-c2nc(SCCCOc3cc(C)c(Cl)c(C)c3)n3[nH]c(=O)cc3n2)c1
  /	4	/	2	1	/	-1.4%	1	-3
#2 Cc1cccc(N2CCN(C(=O)Cn3c(-c4cccs4)cc4ccccc43)CC2)c1C
  -10	2	-0.1	-9	1	/	-1.5%	6	3
#3 COCCNC(=S)Nc1ccc2nc(N3CCCC3)cc(C)c2c1
  /	-3	0.2	-1	0	4	0.8%	0	-20
#4 Cc1ccc2[nH]cc(CCNS(=O)(=O)c3ccc(F)cc3)c2c1
  -1	21	-0.9	-3	6	-15	-0.7%	17	-17
#5 COc1cccc(OCCn2c(-c3ccc(Cl)cc3)nc3ccccc3c2=O)c1
  -8	-1	1.1	4	2	/	?	-7	-2
#6 CCOC(=O)C1CCCN(c2ncnc3c2cnn3-c2ccc(C)c(Cl)c2)C1 (stereo not drawn)
  -1	-2	0.0	-4	-1	/	0.4%	/	-34*
#7 COC(=O)c1ccc(N/C=C/C(=O)c2ccccc2)cc1
  -2	-6	-0.1	-9	-1	18	1.8%	12	8
#8 O=C1CN(S(=O)(=O)c2ccccc2)CC(=O)N1CCc1ccccc1
  -9	-4	0.6	0	1	-15	-0.6%	14	-11
#9 Cc1ccc(OCC(O)CN2CCN(Cc3ccc4c(c3)OCO4)CC2)cc1C (stereo not drawn)
  0	-3	0.3	19	14	22	-0.5%	-29	-7
#10 CCOC(=O)c1oc2nc(C)c3c(c2c1N)CC(C)(C)OC3
  -3	-3	-0.1	-2	-1	22	6.5%	-2	13
#11 CCCC(=O)N/C(N)=N/c1nc2ccccc2o1
  -8	-1	-2.4	-9	3	-6	0.1%	0	-7
#12 Cc1ccccc1C(=O)NCCc1sc(-c2ccc(Cl)cc2)nc1C
  5	-3	0.8	2	2	/	8.3%	-11	-38*
#13 CC(=O)c1cccc(NC(=O)/C(=C\c2cccnc2)NC(=O)c2ccccc2)c1
  -15	/	-3.8	0	5	13	3.3%	0	13
#14 COc1cccc(OCc2cc(C(=O)N3CCN(C4CCCC4)CC3)no2)c1
  1	5	-1.1	3	4	8	-2.0%	-6	0
#15 CCCn1c(=S)[nH]c2cc(C(=O)NCC3CCCO3)ccc2c1=O (stereo not drawn)
  /	-5	-0.3	-2	2	12	0.7%	8	6
#16 O=C(NNc1ncc(C(F)(F)F)cc1Cl)c1c(Cl)cccc1Cl
  -4	-2	/	-16	0	/	4.7%	/	0
#17 CC1CCCC(C)N1S(=O)(=O)c1ccc(NC(=O)CCn2cnc3ccccc3c2=O)cc1 (stereo not drawn)
  -5	-4	-0.7	-2	0	6	3.2%	0	/
#18 CC12CCC(C(=O)Nc3ncc([N+](=O)[O-])s3)(OC1=O)C2(C)C (stereo not drawn)
  8	-4	1.0	-2	11	-1	-0.2%	-3	-10
#19 Cc1cc(Cn2nc(-c3ccccc3)cc2C(=O)NCc2cccs2)on1
  /	10	-0.7	2	0	6	-0.5%	-3	1
#20 CCCCCCCCCCCCS(=O)(=O)CCC(=O)O
  -10	-9	0.0	-8	17	2	0.1%	10	-24

Entries above that have a thiophene ring, fused or not, in the order listed:
Under each structure: RXFP1 antag	D1 potentiator	D2 agonist	TRHR PAM	D1 ag	D2 antagonist	RXFP1 ag	D2 potentiator	D1 antagonist
#2 Cc1cccc(N2CCN(C(=O)Cn3c(-c4cccs4)cc4ccccc43)CC2)c1C
  -10	2	-0.1	-9	1	/	-1.5%	6	3
#19 Cc1cc(Cn2nc(-c3ccccc3)cc2C(=O)NCc2cccs2)on1
  /	10	-0.7	2	0	6	-0.5%	-3	1

Full records as entered above:
`CC12CCC(C(=O)Nc3ncc([N+](=O)[O-])s3)(OC1=O)C2(C)C` (stereo not drawn) in the list: RXFP1 antag = 8; D1 potentiator = -4; D2 agonist = 1.0; TRHR PAM = -2; D1 ag = 11; D2 antagonist = -1; RXFP1 ag = -0.2%; D2 potentiator = -3; D1 antagonist = -10
`COc1cccc(OCCn2c(-c3ccc(Cl)cc3)nc3ccccc3c2=O)c1` in the list: RXFP1 antag = -8; D1 potentiator = -1; D2 agonist = 1.1; TRHR PAM = 4; D1 ag = 2; D2 antagonist = /; RXFP1 ag = ?; D2 potentiator = -7; D1 antagonist = -2
`CCOC(=O)C1CCCN(c2ncnc3c2cnn3-c2ccc(C)c(Cl)c2)C1` (stereo not drawn) in the list: RXFP1 antag = -1; D1 potentiator = -2; D2 agonist = 0.0; TRHR PAM = -4; D1 ag = -1; D2 antagonist = /; RXFP1 ag = 0.4%; D2 potentiator = /; D1 antagonist = -34*

Next structures:
Under each structure: RXFP1 antag	D1 potentiator	D2 agonist	TRHR PAM	D1 ag	D2 antagonist	RXFP1 ag	D2 potentiator	D1 antagonist
#21 COc1ccc(CNC(=O)C2CCN(Cc3nc(-c4ccc(OC)c(OC)c4)oc3C)CC2)cc1
  /	1	0.4	5	2	/	-1.2%	6	-29
#22 CCCCN(C(=O)c1cccc(C)c1)c1c(N)n(CCC)c(=O)[nH]c1=O
  -1	0	0.1	41*	3	12	-1.3%	19	-7
#23 CC12COC3(C(=O)Nc4cccnc4)CC1CCC32C (stereo not drawn)
  -1	-2	-1.1	0	1	-10	-0.1%	-1	-15
#24 COc1ccc(N2C(=O)CC(N3CCN(c4ccccc4F)CC3)C2=O)cc1 (stereo not drawn)
  -1	2	/	-5	1	/	1.1%	/	3
#25 CC(C)c1ccc(OCc2ccc(C(=O)N3CCCC3)o2)cc1
  ?	/	1.4	3	70*	-1	-0.2%	-1	-34*
#26 COc1ccc(NC(=O)COC(=O)c2ccc(Cl)c(S(N)(=O)=O)c2)c([N+](=O)[O-])c1
  -5	3	-1.0	1	7	4	-0.4%	10	3
#27 O=[N+]([O-])c1ccc(CN2CCN(c3ccc(Cl)cc3)CC2)o1
  -2	0	0.1	5	5	-26	-3.3%	0	-32*
#28 S=C(NCc1ccco1)N/N=C/c1cccnc1
  4	4	-1.3	-7	3	-17	-1.4%	-5	-10
#29 CCc1ccc(C2CC(c3cccc(Cl)c3)n3nc(N)nc3N2)cc1 (stereo not drawn)
  -10	6	2.9	5	0	5	-1.3%	0	19
#30 Cn1ncc(Cl)c(Oc2ccccc2)c1=O
  15	-6	0.1	2	0	9	3.0%	1	-11
#31 CC(=O)c1cccc(NC(=O)C(C)OC(=O)Cc2n[nH]c(=O)c3ccccc23)c1 (stereo not drawn)
  -3	-9	-0.1	-1	0	-7	2.9%	16	-34*
#32 COC(=O)c1ccc(Nc2nc(C)nc3c2nnn3Cc2ccccc2)cc1
  -4	-5	0.3	-1	3	-11	22%	-3	26
#33 COc1ccc(S(=O)(=O)N2CCOCC2)cc1NC(=O)C1CCCN1C(=O)c1cccs1 (stereo not drawn)
  17	-6	-0.7	-4	3	-21	6.8%	-2	-62*
#34 Cc1ccc(C)c(CN2CCNC2=O)c1
  -5	0	1.0	6	-1	-12	10%	1	9
#35 COc1ccc(C2NC(=S)N3C(c4ccc(OC)cc4)NC(=S)N23)cc1 (stereo not drawn)
  -6	-3	0.3	0	2	4	0.8%	-10	-9
#36 CC1(C)CC(=O)N(c2cc(Cl)ccc2Cl)C(=O)C1
  6	-4	-0.2	-2	1	6	0.0%	-3	-10
#37 CC1(C)Oc2ccc(C(=O)NC3CCCC3)cc2N(CC(=O)NC2CCCCC2)C1=O
  7	9	0.8	-1	0	52*	-1.7%	-21	-3
#38 COc1cccc(N2CC(C(=O)Nc3nnc(SCCN4CCOCC4)s3)CC2=O)c1 (stereo not drawn)
  0	1	-0.3	0	3	1	1.3%	11	-6
#39 CC(=O)Nc1ccc(OC(=O)Oc2ccc(NC(C)=O)cc2)cc1
  -12	-1	-0.5	19	6	10	4.2%	26	-8
#40 Cc1cc(C)nc(SCc2nnc(SCC(=O)Nc3ccc(Cl)c(C(F)(F)F)c3)o2)n1
  -10	-6	0.7	-5	6	-7	3.0%	-3	-9
#41 O=C(Cn1nc(-c2ccccc2)c2ccccc2c1=O)NN1CCOCC1
  2	-3	1.2	6	2	-6	-3.0%	-7	13
#42 O=C(Cn1c(=O)oc2ccc(Cl)cc21)Nc1ccon1
  0	-2	-0.3	-9	1	7	1.8%	-5	-2
#43 CCC(C(=O)NCc1cccnc1)n1nc(C)n2c(cc3occc32)c1=O (stereo not drawn)
  -1	-5	0.4	2	0	6	30%	2	14
#44 Cc1cc(F)ccc1NC(=S)NC1CCCC1
  4	-2	-0.5	9	4	-8	-0.3%	7	3
#45 CCCNC(=O)CCc1c(C)nc2c(c(C)nn2-c2ccc(C)cc2)c1C
  -3	-3	0.1	7	2	-10	5.1%	10	-15
#46 CCCCNC(=O)[C@@](CC)(ONc1ccccc1C(F)(F)F)c1cccc2ccccc12
  /	-7	0.4	3	0	6	1.4%	-2	0
#47 C=CCNC(=O)c1ccc2c(=O)n(CCCN3CCCC3=O)c(=S)[nH]c2c1
  7	2	-0.7	10	3	-8	14%	13	44
#48 Cc1ncc(CN2CCCC(C(=O)Nc3ccc(-c4cccc(F)c4)cc3)C2)s1 (stereo not drawn)
  -18	-6	0.6	-2	16	4	0.6%	-4	-19
#49 O=C(Cn1nnc(-c2ccc(NC(=O)c3ccccc3F)cc2)n1)NCc1ccc(F)cc1
  7	-3	-1.6	3	3	-15	8.1%	6	1
#50 CCCCN1CN(Cc2ccco2)CNC1=S
  0	-5	-0.5	-7	1	1	0.6%	4	4
#51 CCN(C(=O)c1ccc2c(=O)n3c(nc2c1)CCCCC3)c1cc(C)ccc1C
  -7	-3	-0.5	3	0	/	1.0%	-5	-52*
#52 CCOCCCNC(=O)/C(C#N)=C/c1cc(Br)c(O)c(Br)c1
  2	-1	-0.8	6	3	6	1.6%	5	2
#53 COc1ccc(CNC(=O)COC(=O)CCOc2ccccc2)cc1
  2	-2	-0.3	-2	1	-4	-0.2%	-6	1
#54 CC(=O)Nc1ccc(S(=O)(=O)N(C)CC(=O)NC2=NCCS2)cc1
  0	-8	0.4	2	2	24	0.2%	-13	-31*
#55 CN(C)c1ccc(C(CNC(=O)c2cccc(C(F)(F)F)c2)N2CCCC2)cc1 (stereo not drawn)
  -15	0	0.3	-2	4	/	0.4%	-24	-18
#56 CCOc1ccc(CCNC(=O)CS(=O)(=O)Cc2nc(-c3cccc(OC)c3)oc2C)cc1
  -11	3	-0.4	-6	9	-15	2.8%	-2	-6
#57 O=C(N=C1SC2CS(=O)(=O)CC2N1c1ccc(F)cc1)C1CCCCC1 (stereo not drawn)
  -8	1	0.3	9	-1	6	1.4%	6	-4
#58 Nc1c(C(=O)Nc2ccc(F)cc2)nnn1-c1cccc(C(F)(F)F)c1
  -8	-6	1.3	-3	10	4	1.0%	0	-12
#59 COc1ccc(CCC(=O)Nc2ccc(S(=O)(=O)Nc3ncccn3)cc2)cc1
  4	0	0.1	3	1	2	2.9%	2	-2

Some of the compounds tested; count on the stated rates, not on these rows.
